PLC-gamma1 inh = inhibitors of human phospholipase C gamma1 | purified PLC-gamma1, fluorogenic substrate, fluorescence | inhibition, % at 12.2 µM | hit rate 0.84% among 370,000 | AID 720700; in the data active = inhibition above about 9.5%
Tn6 DDE FP = inhibitors of Tn6 peptide binding to human fibrin DD(E). P02675. Fibrin DD(E) TRITC-Tn6 fluorescence polarization displacement. inhibition, % at 8.3 µM. hit rate 0.21% among 370,000;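 active = inhibition above a per-campaign cutoff: mean of compounds within control limits plus 3 SD, cut at about 15% in these data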;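 also: 0% = median of all compound wells on the plate and 100% = blocking peptide control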
Target sequence (P02675 whole entry, looked up): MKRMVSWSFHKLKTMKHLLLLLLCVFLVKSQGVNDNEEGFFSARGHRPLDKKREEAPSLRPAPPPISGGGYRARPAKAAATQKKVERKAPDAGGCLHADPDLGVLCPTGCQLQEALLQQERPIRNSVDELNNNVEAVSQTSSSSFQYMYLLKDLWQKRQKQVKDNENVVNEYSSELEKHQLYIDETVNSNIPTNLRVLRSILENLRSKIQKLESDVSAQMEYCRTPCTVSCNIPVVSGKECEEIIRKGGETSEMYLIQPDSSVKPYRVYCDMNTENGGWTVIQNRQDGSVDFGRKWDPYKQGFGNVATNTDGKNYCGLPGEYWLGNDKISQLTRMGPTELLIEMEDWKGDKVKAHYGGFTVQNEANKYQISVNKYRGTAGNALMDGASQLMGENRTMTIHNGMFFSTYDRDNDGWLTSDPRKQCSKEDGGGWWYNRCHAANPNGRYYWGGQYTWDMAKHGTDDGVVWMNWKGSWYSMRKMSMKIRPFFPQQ
Tn7 DDE FP = disrupts Tn7 cyclic peptide binding to fibrin D-Dimer-E complex. P02675. FP displacement of FITC-Tn7 peptide from fibrin DD(E); 0% = median of compound wells per plate. inhibition, % at 8.3 µM. hit rate 0.13% among 370,000;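 active = inhibition above the mean of compounds falling within the control limits plus 3 SD of them, cut at about 14% in these data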;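 also: 0% = plate median of compound wells and 100% = 10 µM Aha-Tn7 peptide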
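Assay system: human fibrin DD(E). Input: DD(E) 2 µM final. Medium: Tris buffer with calcium and detergent, pH 7.8. Compound dosing: single point at 8.3 µM. Timing: 10 min plus 3 h, room temperature. Technique: fluorescence polarization of the labelled Tn7 tracer. Read-out: percent inhibition. Replicates: singlicate testing.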
proKLK7 act = proKLK7 (human) activation, primary screen | P49862 | purified proKLK7, EDANS-DABCYL substrate fluorescence; 100% is mature enzyme control, 0% vehicle | activation, % at 7 µM | hit rate 0.9% among 370,000 | AID 652039;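 active = activation above the mean of all tested compounds plus 3 SD, computed per campaign excluding outliers beyond control limits, cut at about 13% in these data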
ADAM10 inh = inhibitors of human ADAM10; O14672; recombinant ADAM10, EDANS/DABCYL FRET peptide cleavage, 3 h; inhibition, % at 7 µM; hit rate 0.62% among 370,000;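 active = inhibition above a per-campaign cutoff equal to the mean of compounds falling between control-based bounds plus 3 SD, cut at about 20% in these data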;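 also: 0% = DMSO wells while the 100% control is not disclosed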
ADAM17 inh = inhibits human ADAM17; P78536; hit rate 0.83% among 370,000; recombinant ADAM17, EDANS/DABCYL FRET peptide cleavage; inhibition, % at 6.95 µM;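 active = inhibition above the mean of compounds lying between control limits plus 3 SD, set per campaign, cut at about 8.5% in these data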;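 also: 0% = DMSO-only wells as the low control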
ASAP1 GAP inh = blocks human ASAP1-stimulated Arf1 GTP hydrolysis; Q9ULH1; GDP FP detection; inhibition, % at 16.5 µM; hit rate 0.19% among 360,000; in the data active = inhibition above about 25%;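 also: 0% = vehicle with enzyme and substrate and 100% = no enzyme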
Target sequence (Q9ULH1 325-724 limits assumed): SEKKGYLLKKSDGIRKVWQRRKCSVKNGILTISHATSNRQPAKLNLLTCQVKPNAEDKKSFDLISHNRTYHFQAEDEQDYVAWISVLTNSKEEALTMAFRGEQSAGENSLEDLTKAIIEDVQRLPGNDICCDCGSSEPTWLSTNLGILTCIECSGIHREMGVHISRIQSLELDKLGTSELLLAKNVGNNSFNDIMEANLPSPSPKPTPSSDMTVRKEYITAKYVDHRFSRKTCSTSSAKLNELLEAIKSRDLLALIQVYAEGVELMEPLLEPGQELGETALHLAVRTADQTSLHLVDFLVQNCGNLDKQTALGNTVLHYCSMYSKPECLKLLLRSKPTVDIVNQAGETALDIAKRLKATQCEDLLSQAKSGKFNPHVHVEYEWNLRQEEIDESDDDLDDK
ARFGAP1 inhibitor = inhibits rat ARF GTPase activating protein 1. Arfgap1-stimulated ARF1 GTP hydrolysis, GDP FP detection. inhibition, % at 16.5 µM. hit rate 0.26% among 360,000;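 active = inhibition above a per-plate limit, mean inhibition of low control wells plus 3 SD, cut at about 25% in these data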;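 also: 0% = DMSO wells with enzyme and 100% = wells lacking Arfgap1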
Target sequence (Q62848 1-136 limits assumed): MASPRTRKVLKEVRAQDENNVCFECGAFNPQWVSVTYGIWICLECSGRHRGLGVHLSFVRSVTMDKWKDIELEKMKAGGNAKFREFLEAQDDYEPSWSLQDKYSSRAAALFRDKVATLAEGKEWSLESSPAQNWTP
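Material: rat Arfgap1 GAP domain (His6, aa 1-136), purified enzyme. Also added: human ARF1(Δ1-17)-GTP substrate. Compound dosing: 16.5 µM single point, 1.26% DMSO. Timing: enzyme reaction 120 min at 25 °C after 20 min preincubation. Signal: GDP detection by fluorescence polarization. Read-out basis: percent inhibition of GAP-stimulated GDP formation, scaled between DMSO and no-Arfgap1 medians.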
LEDGF integ inh = blocks HIV-1 LEDGF/p75-dependent DNA integration | TR-FRET IN-LEDGF/p75 DNA integration, Eu/Cy5 | AID 743269 | hit rate 0.64% among 370,000 | inhibition, % at 3.7 µM;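 active = inhibition above the screen-wide mean plus 3 SD, cut at about 13% in these data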;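 also: signal is the Cy5 over europium emission ratio at 671 and 618 nm; 0% = plate median of compound wells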
TDP2 absorb = blocks human TDP2 phosphodiesterase activity | O95551 | recombinant TDP2, T5PNP hydrolysis, p-nitrophenol absorbance 415 nm | inhibition, % at 12.8 µM | hit rate 0.34% among 370,000 | AID 720702;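 active = inhibition above the mean of all tested compounds plus 3 SD, set per campaign, cut at about 25% in these data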;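 also: 0% = DMSO with enzyme and 100% = buffer with substrate but no TDP2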
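System – recombinant human TDP2 · Amount – 120 nM TDP2 per well · Buffer or medium – Mg2+-containing Tris-HCl buffer, pH 7.5 · Reagent – T5PNP substrate, 5 mM · Dosing – 12.8 µM single point, 1% DMSO · Incubation – 2 h at 37 °C · Measured by – epi absorbance · Read-out basis – percent inhibition · Benchmarks – high control without enzyme, low control DMSO plus TDP2 · Repeats – singlicate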
An asterisk follows results filed as active; i = inactive; / = not tested or not shown.

SMILES	PLC-gamma1 inh	Tn6 DDE FP	Tn7 DDE FP	proKLK7 act	ADAM10 inh	ADAM17 inh	ASAP1 GAP inh	ARFGAP1 inhibitor	LEDGF integ inh	TDP2 absorb
COCCCN1CN(S(=O)(=O)c2ccc(C)cc2C)c2nc3ccccc3nc21	-31	2	10	1.2	-133	-36	-15	-7	-2	-7
Cc1nc(N)sc1Cc1ccc2c(c1)OCO2	-2	0	-5	0.6	1	1	-5	-8	-2	-11
N#Cc1ccc(OCc2nnc(SCC(=O)N3CCCc4ccccc43)n2-c2ccccc2)cc1	3	2	6	-0.2	10	2	-2	4	-3	-6
Cc1cc(=O)c(C(=O)c2ccccc2)c(C)o1	2	3	1	0.6	4	-2	-4	-8	-3	-6
CCCCN(C=O)c1c(CC)nc2ccc(C(=O)NCCOc3ccc(OC)cc3)cn12	-7	7	6	0.6	-13	-5	-3	18	-1	-5
CC(C)(C)c1ccccc1NC(=O)CN1C(=O)NC2(CCCCCC2)C1=O	0	7	4	0.4	-21	-1	10	2	-2	0
CNc1nc(NCc2ccccc2)nc(N)c1[N+](=O)[O-]	5	1	4	0.7	3	5	9	3	1	-1
CCOC(=O)CC1(NC(=O)C2CCC(=O)N(Cc3ccccc3F)C2)CCCCC1 (stereo not drawn)	3	1	-6	0.5	-8	0	-13	-11	-2	5
CC1Oc2ccccc2N(CC(=O)N2CCc3ccccc32)C1=O (stereo not drawn)	-3	4	6	-0.5	3	-4	2	-9	-3	8
COc1ccc(CCN(C)C(=O)C2CCN(Cc3ccc(C)cc3)CC2)cc1OC	0	-4	2	-0.1	-6	0	3	2	2	5
Cc1cc(C)cc(-n2cc[nH]c2=S)c1	1	-3	-6	0.6	10	2	3	6	2	-9
COc1cc(OC)c(S(=O)(=O)NC(C)C)cc1S(=O)(=O)NC(C)C	2	3	-5	0.4	16	6	3	-12	1	-12
COc1ccc(C(=O)OCC(=O)NCC2CCCCC2)c(OC)c1	-4	5	-3	0.2	-1	-1	6	-5	-1	6
COc1ccc(-c2sc3ccccc3c2-c2cc(OC)ccc2C=O)cc1	6	-7	2	-0.2	5	4	-16	0	-3	-14
COc1ccccc1C(CNC(=O)CNC(=O)c1ccc(C)c(C)c1)N1CCCC1 (stereo not drawn)	-2	-5	-6	-0.5	-1	-8	16	-1	4	4
CN1CC(C(=O)O)Cc2c1ccc1ccccc21 (stereo not drawn)	-154	-4	-1	9.6	i	-319	9	-3	1	8
CCN1C(=S)N[C@@H](c2cccc(F)c2)C(C(=O)OC)=C1C	2	-1	1	0.8	5	2	7	6	0	-4
Cc1ccc(C)c(OCC(O)CN2C(C)CCCC2C)c1 (stereo not drawn)	7	-1	-1	-0.4	8	1	9	-1	0	4
COCCCNC(=O)c1ccc(-c2csc(C)n2)cc1	1	3	-2	-0.8	-8	-5	-16	5	-5	-6
O=C(CCCc1nc(-c2ccccc2)no1)NCc1cccnc1	0	-2	-6	-0.7	7	1	6	-5	2	3
Cc1cc(NS(=O)(=O)c2ccc(NC(=O)C(F)(F)F)cc2)nc(C)n1	6	-2	2	0.7	3	-1	0	-4	2	2
O=C1CSC(=S)N1/N=C/c1ccc(C(F)(F)F)cc1	-5	-10	-8	-0.4	-3	2	-9	-8	6	-14
CCC(NC(=S)NCc1ccccc1)C(=O)O (stereo not drawn)	3	4	-2	0.3	1	-1	10	-16	0	-4
Oc1ccccc1-c1cc(-c2ccco2)[nH]n1	-7	-2	0	-0.6	-5	-2	-4	12	3	-4
CCCn1cc(CN2CCC(n3nccc3NC(=O)C(OC)c3ccccc3)CC2)c(C)n1 (stereo not drawn)	1	5	6	-0.1	3	-2	-8	-20	-2	-11
C#CCCN([C@H](C(=O)OC)C(C)CC)S(=O)(=O)c1ccccc1Br (stereo partly drawn)	3	8	3	0.7	11	8	/	/	9	-6
CCc1c(C)nc2c(Br)cccc2c1SCCC#N	8	2	0	0.1	9	5	6	16	-9	-14
Cc1sc(NC(=O)C2=COCCO2)nc1-c1ccc(F)cc1	-4	-5	8	0.0	-8	-1	0	-21	-7	-2
Cc1cc2c(c(=O)n1CCN(C)C)C(c1ccccc1Br)C(C#N)=C(N)O2 (stereo not drawn)	5	2	-4	0.6	6	3	-1	3	1	-7
CCS(=O)(=O)N1CCC(C(=O)O)CC1	1	4	-2	-0.6	0	-4	-1	2	0	-1
COCCn1c(SCC(=O)Nc2sc(C)c(C)c2C#N)nnc1-c1ccc(OC)cc1	8	2	3	-0.1	-1	-1	4	-1	-1	6
O=C(NC(c1ccccc1)c1ccc2ccccc2n1)C1CCN(Cc2ccc(Cl)c(Cl)c2)CC1 (stereo not drawn)	0	-6	-4	-0.5	-14	1	-8	1	-1	-10
CCOC(=O)CCC(NC(=O)c1ccc(NCN2C(=O)c3ccccc3C2=O)cc1)C(=O)OCC (stereo not drawn)	1	2	-2	0.2	-9	-6	13	4	-2	-10
O=C(C1CCN(S(=O)(=O)c2c(Cl)cccc2Cl)CC1)N1CCCC1	4	2	5	-0.5	4	1	-2	-10	2	-7
O=C1CN(S(=O)(=O)c2ccccc2Cl)CCN1	-3	7	-1	-0.1	-5	-1	3	5	2	-6
CSc1ncccc1C(=O)Nc1ccc(S(=O)(=O)NC2=NCCCCC2)cc1	0	-3	-2	0.2	9	4	5	-2	3	6
Cn1c(=O)[nH]c(=O)c2c1nc(N1CCCCC1)n2C/C=N/NC(=O)c1cc(Br)ccc1O	-12	8	-4	0.1	-13	-6	-8	-2	0	-14
C[C@H](NC(=O)c1ncn(C)c1C(=O)N[C@@H](C)c1ccccc1)c1ccccc1	3	-1	-5	0.5	1	0	8	10	2	-5
N/C(=N\OC(=O)CCCc1ccccc1)c1cccnc1	7	-2	-9	1.0	11	6	-6	4	0	-15
Cc1nn(Cc2ccc([N+](=O)[O-])cc2)c(=O)n1-c1ccc(F)cc1	-2	3	0	0.5	-3	-1	-7	10	0	-8

Whole records, quoted from the list. Values in the order: PLC-gamma1 inh, Tn6 DDE FP, Tn7 DDE FP, proKLK7 act, ADAM10 inh, ADAM17 inh, ASAP1 GAP inh, ARFGAP1 inhibitor, LEDGF integ inh, TDP2 absorb
N/C(=N\OC(=O)CCCc1ccccc1)c1cccnc1 is listed with 7, -2, -9, 1.0, 11, 6, -6, 4, 0, -15
CCOC(=O)CCC(NC(=O)c1ccc(NCN2C(=O)c3ccccc3C2=O)cc1)C(=O)OCC (stereo not drawn) is listed with 1, 2, -2, 0.2, -9, -6, 13, 4, -2, -10
COCCn1c(SCC(=O)Nc2sc(C)c(C)c2C#N)nnc1-c1ccc(OC)cc1 is listed with 8, 2, 3, -0.1, -1, -1, 4, -1, -1, 6
O=C(NC(c1ccccc1)c1ccc2ccccc2n1)C1CCN(Cc2ccc(Cl)c(Cl)c2)CC1 (stereo not drawn) is listed with 0, -6, -4, -0.5, -14, 1, -8, 1, -1, -10
Cc1nn(Cc2ccc([N+](=O)[O-])cc2)c(=O)n1-c1ccc(F)cc1 is listed with -2, 3, 0, 0.5, -3, -1, -7, 10, 0, -8

More compounds
SMILES	PLC-gamma1 inh	Tn6 DDE FP	Tn7 DDE FP	proKLK7 act	ADAM10 inh	ADAM17 inh	ASAP1 GAP inh	ARFGAP1 inhibitor	LEDGF integ inh	TDP2 absorb
CC1CN(C(=O)CCNC(=O)c2ccc(Cl)cc2)CC(C)O1 (stereo not drawn)	-1	3	-3	-0.1	-7	-1	9	10	-3	10
COc1ccc(N(C(=O)c2ccco2)C(C(=O)NC2CCCCC2)c2cccs2)cc1OC (stereo not drawn)	-2	1	8	-0.4	-11	-3	-8	-9	1	4
Cc1ccc(CNC(=O)CN(C)S(=O)(=O)c2cccc3nsnc23)cc1	3	0	-5	0.0	1	2	5	7	-5	-3
CCc1ccccc1NC(=O)Nc1ccon1	-1	6	0	0.5	-4	-3	-15	-2	-1	-11
CCn1cc(C(=O)OCC(=O)c2cc(C)n(-c3ccccc3F)c2C)c(=O)c2ccc(C)nc21	1	2	1	0.3	0	-2	2	0	1	9
O=C(O)c1ccccc1CSc1nc2ccccc2s1	3	1	5	0.6	-12	2	-11	15	-4	-8
CCOC1=C/C(=C/c2c(N)n3nc(CC(=O)N4CCCC4)sc3nc2=O)C=CC1=O	-32	-7	0	-1.5	-50	-17	7	-7	0	6
C=CCC1Cc2c(cccc2[N+](=O)[O-])C(CC=C)N1 (stereo not drawn)	-11	-2	2	0.1	9	-2	-4	0	2	13
Cc1ccc(OCCN2C(=O)NC3(CCc4ccccc4C3)C2=O)cc1 (stereo not drawn)	-2	3	-5	-0.2	-2	0	0	-6	1	2
CCC(CO)Nc1ccn2nc(-c3ccccc3)cc2n1 (stereo not drawn)	-77	-4	2	4.3	-170	-46	7	-2	-2	1
COc1cccc(N2CCN(C(=O)CCn3nnc4ccccc43)CC2)c1	2	-3	0	0.6	2	3	/	/	4	1
COc1ccc2c(CC(=O)OCC(=O)NC(N)=O)coc2c1	-2	8	4	0.6	6	-4	-7	-1	-1	-3

3 entries picked at random from the list so far, as already listed:
SMILES	PLC-gamma1 inh	Tn6 DDE FP	Tn7 DDE FP	proKLK7 act	ADAM10 inh	ADAM17 inh	ASAP1 GAP inh	ARFGAP1 inhibitor	LEDGF integ inh	TDP2 absorb
Cc1ccc(OCCN2C(=O)NC3(CCc4ccccc4C3)C2=O)cc1 (stereo not drawn)	-2	3	-5	-0.2	-2	0	0	-6	1	2
CCn1cc(C(=O)OCC(=O)c2cc(C)n(-c3ccccc3F)c2C)c(=O)c2ccc(C)nc21	1	2	1	0.3	0	-2	2	0	1	9
CCc1ccccc1NC(=O)Nc1ccon1	-1	6	0	0.5	-4	-3	-15	-2	-1	-11

Screening data: PubChem BioAssay, The Scripps Research Institute Molecular Screening Center
